# Compound activity from PubChem BioAssay.
# EWS-Fli inh = EWS/Fli-driven NR0B1 reporter inhibitors, primary screen, A673 cells, NR0B1 luciferase, luminescence, MLPCN library; AID 651661, 2012; viability-normalised; hit rate 0.67% among 350,000; inhibition, % at 12.6 µM;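 active = mean inhibition of at least 50% after viability correction, with every replicate also passing that limit; inconclusive = mean reaches 50% but only one of two replicates passes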;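 note: firefly luciferase signal divided by Alamar Blue viability fluorescence both relative to DMSO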
# XiGFP reactiv = activators of inactive X chromosome reactivation, primary screen, imaging, XiGFP fibroblasts, GFP high-content imaging, set 2; XiGFP mouse fibroblasts, % GFP-positive cells imaging, 3 d; cells co-treated with 5-aza-dC sensitizer; scaled so ellipticine positive control = 100%; activation, % at 7.58 µM; hit rate 0.055% among 360,000;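 active = mean normalized replicate activation at least 10% and every replicate at or above 10%; inconclusive = only one of the two criteria met; inactive = mean below 10% and not all replicates reach 10%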;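 note: 0% = median of on-plate neutral control wells and 100% = ellipticine 6 µM median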
#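 System: 68-5-11 XiGFP fibroblast line | Buffer or medium: DMEM containing 5-aza-dC | Compound: Single point | Times: Compounds 3 days, fix/stain 15 min at room temperature | Benchmarks: Positive control ellipticine, 6 µM final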
# ERp5 block = inhibitors of ERp5-driven insulin aggregation, primary screen, biochemical, turbidity, absorbance 650 nm, single point. Protein disulfide-isomerase A6 (Homo sapiens), Q15084. 90 min. inhibition, % at 9.99 µM. hit rate 0.05% among 350,000;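 active = mean replicate inhibition above about 25%, with every replicate also reaching it, limit read from the data, passing the limit was not always enough; inconclusive = only one of those two criteria met; inactive = neither criterion met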
# Target sequence (Q15084 whole entry, looked up): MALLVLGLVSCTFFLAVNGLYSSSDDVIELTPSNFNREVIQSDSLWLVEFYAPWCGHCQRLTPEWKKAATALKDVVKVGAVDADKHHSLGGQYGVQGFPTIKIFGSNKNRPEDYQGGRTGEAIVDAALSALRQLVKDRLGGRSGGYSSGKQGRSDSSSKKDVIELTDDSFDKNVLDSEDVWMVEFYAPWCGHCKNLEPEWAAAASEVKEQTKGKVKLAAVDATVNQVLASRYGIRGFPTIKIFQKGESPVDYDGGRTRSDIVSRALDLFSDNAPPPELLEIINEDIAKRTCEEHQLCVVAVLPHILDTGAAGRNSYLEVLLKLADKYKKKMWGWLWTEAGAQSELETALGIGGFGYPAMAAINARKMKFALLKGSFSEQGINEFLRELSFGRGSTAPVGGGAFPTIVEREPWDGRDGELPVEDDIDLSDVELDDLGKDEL
# DENV2 CPE rescue = inhibitors of DENV2 cytopathic effect, primary screen, cell-based, plate reader, single concentration | DENV2-infected cells, cytopathic effect rescue | CPE inhibition, % at 9.99 µM | hit rate 1.7% among 350,000; in the data active = CPE inhibition above about 20%, passing the limit was not always enough; inconclusive = no clear call, values can overlap the other calls; tested in BHK-21 cells;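 note: 0% = median of neutral control wells and 100% = median of positive control wells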
# ARNT-TACC3 inh = disruptors of ARNT/TACC3 protein interaction, primary screen, biochemical, AlphaScreen, single concentration; inhibition, % at 9.99 µM; AlphaScreen His-ARNT PAS-B/GST-TACC3 binding, luminescence; TACC3 fragment carries E629A point mutation; hit rate 0.66% among 390,000; Transforming acidic coiled-coil-containing protein 3 (Homo sapiens), Q9Y6A5;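 active = mean inhibition of replicates at least 50% and at least half of replicates each reaching 50%; inconclusive = half or more replicates reach 50% but mean below 50%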;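 note: 0% = complete ARNT plus TACC3 wells and 100% = ARNT alone without TACC3; many hits fall short of the cut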
# GSIS activator = GLuc luminescence reporter in INS-1E cells, primary screen for activators of glucose-dependent secretion of insulin | INS-1E GLuc reporter insulin secretion, 2-3 h | activation, % at 16.6 µM | hit rate 0.61% among 370,000;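 active = lowest replicate activation of at least 40%, so every replicate reaches that level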;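 note: 0% = median of neutral control wells and 100% = median of IBMX positive control wells; some compounds called inactive have numbers as strong as hits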
# PAX8 reporter = inhibitors of PAX8-driven TPO luciferase reporter, primary screen, RMG-I cells, single concentration | inhibition, % at 12.6 µM | hit rate 1.2% among 360,000 | AID 652154, 2013 | SteadyGlo, 24 h;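 active = mean replicate inhibition at least 60% with every replicate also reaching 60%; inconclusive = only one of the two criteria is met; inactive = mean below 60% and not all replicates reaching 60%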;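 note: luciferase light reporting Pax8 driven TPO promoter activity; plate controls were median of neutral control wells for no effect and mitoxantrone controls for full effect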
# F508del corr = F508del CFTR correction, initial screen, CFBE line, single point; CFBE cells, YFP halide quenching; stimulated with forskolin plus potentiator P3; % fluorescence drop versus neutral controls; activity (quench increase), % at 7.58 µM; hit rate 0.36% among 350,000;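 active = mean added fluorescence quench of at least 8% versus neutral control, with both replicates also reaching 8%; inconclusive = only one of the mean or replicate conditions met; inactive = mean below 8% and not both replicates reaching 8%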;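 note: cells transiently co-express mutant CFTR-F508del with the halide-sensitive YFP; corrector assay measuring rescue of mutant channel to the surface after 24 h compound exposure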
# An asterisk follows results filed as active; ? = inconclusive; nt = not tested or not shown; & = joins results of further samples.
cpd	structure	EWS-Fli inh	XiGFP reactiv	ERp5 block	DENV2 CPE rescue
1	CC1=C(C(=O)OCc2ccccc2)C(c2ccc(Cl)cc2)NC(=O)N1CCCC(=O)O (stereo not drawn)	-5	0.5	2	-8
2	COc1cc(NC(=O)C/C(C)=N/NC(=O)C(=O)NC2CCCCC2)c(OC)cc1Cl	1	-0.1	5	nt
3	COC1=CC2(O)CCCC2=CC1=O (stereo not drawn)	2	0.2	14	-2
4	Cc1cccc(NC(=O)CNC(=O)CCc2nc3sc4c(c3c(=O)[nH]2)CCCC4)c1C	2	0.2	3	1
5	C[C@H]1CN([C@@H](C)CO)C(=O)c2cc(C3=CCCCC3)cnc2O[C@H]1CN(C)Cc1ccccn1	-27	0.4	1	7
6	CN(Cc1cnn(-c2ccccc2)c1)C(=O)c1ccc(S(=O)(=O)NCc2ccco2)cc1	23	0.1	3	2
7	CN(CC1CCCN(CCc2ccc(Cl)cc2)C1)C(=O)c1ccc2nc[nH]c2c1 (stereo not drawn)	15	0.2	0	12
8	O=S(=O)(c1ccccc1)N1CCc2ccccc2C1	-6	0.1	-1	-5
9	C/C=C/c1ccc([C@H]2[C@@H](CO)N(CC3CCCCC3)[C@@H]2CNC(C)C)cc1	-4	0.0	-4	-4
10	C[C@H](CO)N1C[C@H](C)[C@@H](CN(C)C)Oc2ncc(C3=CCCC3)cc2C1=O	-4	-0.9	3	1
11	O=C(O)CC/C(=C\c1ccc2c(c1)OCO2)c1nc2ccccc2s1	-12	0.0	4	15
12	Cc1ccc(CNC(=O)C2CCCN2C(=O)Nc2ccc(C)cc2)cc1 (stereo not drawn)	4	0.1	0	8

cpd	ARNT-TACC3 inh	GSIS activator	PAX8 reporter	F508del corr
1	nt	9	2	2.0
2	-5	-6	9	3.9
3	0	-7	-22	1.9
4	5	4	16	0.6
5	4	2	nt	0.3
6	nt	-27	23	1.0
7	9	1	nt	0.8
8	-6	0	-34	0.5
9	nt	-8	nt	3.5
10	-4	14	nt	-0.9
11	nt	28	-7	1.8
12	1	3	-2	-0.8

# Carrying on:
cpd	structure	EWS-Fli inh	XiGFP reactiv	ERp5 block	DENV2 CPE rescue
13	O=C(CN1C(=O)NC2(CCCC2)C1=O)N1CCc2ccccc2C1	3	0.1	-8	2
14	CO[C@H]1CN(C)C(=O)c2cc(NS(=O)(=O)CC(F)(F)F)ccc2OC[C@H](C)N(CCC(F)(F)F)C[C@@H]1C	2	0.0	1	-3
15	Cc1nn(C(=O)c2nn(C)cc2Cl)c(C)c1Br	5	0.1	0	2
16	Cc1cc(C)c(O)c(-c2cc(C(=O)NCCc3ccc(S(N)(=O)=O)cc3)[nH]n2)c1	-4	0.0	1	nt
17	O=C1CCCC(=O)C1C1c2ccccc2CCN1C(=O)CCl (stereo not drawn)	2	0.0	2	?
18	CN(C)C(=O)C[n+]1ccc(C(N)=O)cc1	-11	0.0	2	6
19	O=C1CC(NC2CCN(C(=O)c3cccc(F)c3)CC2)C(=O)N1 (stereo not drawn)	2	0.0	-1	-2
20	NCCCS(=O)(=O)O	2&2	0.0&-0.1	1&-2	6&-9
21	N#Cc1ccc(S(=O)(=O)NCC(=O)OCC(=O)N2CCCC2=O)cc1	2	0.4	1	-6
22	CCOc1ccc(C(=O)N(Cc2ccccc2)c2cccc(C)c2)cc1OC	15	0.2	7	3
23	COCCNC(=O)C[C@@H]1CC[C@@H]2[C@H](COC[C@H](O)CN2Cc2ccc(Cl)c(Cl)c2)O1	nt	0.1	-4	2
24	Cc1ccc(C)c(Oc2cc(F)nc(N)n2)c1	1	0.0	1	?

cpd	ARNT-TACC3 inh	GSIS activator	PAX8 reporter	F508del corr
13	-1	1	4	2.2
14	3	-2	22	-0.9
15	-6	27	4	nt
16	9	-17	-24	2.7
17	nt	3	10	2.5
18	-3	-11	8	-2.5
19	-8	-10	-12	-2.1
20	-5&-1	20	-15&10	3.1&-15
21	-5	7	3	-6.7
22	1	-21	17	-0.5
23	-1	2	nt	-0.3
24	-15	2	-13	1.5

# (more compounds)
cpd	structure	EWS-Fli inh	XiGFP reactiv	ERp5 block	DENV2 CPE rescue
25	OC[C@@H]1[C@H](c2ccc(-c3ccccc3F)cc2)[C@H]2CN(Cc3ccncc3)CCCCN12	4	0.2	nt	nt
26	C[N+](C)(C)CCN1C(=O)CSC1=O	-10	0.0	2	3
27	O=S(=O)(NC(=S)NC1CCCCC1)c1cccs1	8	0.0	1	-8
28	COc1ccccc1NC(=O)Nc1nc(CC(=O)Nc2cccc(F)c2)cs1	4	0.1	-4	-2
29	N#C/C(=C\c1ccc(OCc2cccc(C(=O)O)c2)cc1)C(=O)NCc1ccco1	34	0.0	-1	-4
30	CCOC(=O)C(C)Sc1ccc2nnc(CCNS(=O)(=O)c3ccc(C)cc3)n2n1 (stereo not drawn)	6	0.0	4	-3
31	C=CCOc1ccc(/C=C/C(=O)OCC(=O)N2CCN(C(C)=O)CC2)cc1	6	0.2	-8	-6
32	NNc1ccc(Cl)c(C(=O)O)c1	-65	0.0	0	0
33	O=C(CSc1ccccc1C(=O)O)NC1CCCCCC1	20	-0.1	4	-2
34	O=c1c2c(nc3nc(NCc4cccc(Cl)c4)[nH]n13)CCC2	2	0.5	5	14
35	C[C@H](CO)N1C[C@H](C)[C@H](CN(C)C(=O)CN(C)C)Oc2cc(C#CC3CC3)ccc2S1(=O)=O	9	-1.1	3	-7
36	O=C1CCCC(O)=C1N=Nc1ccc(C(=O)O)cc1	1	-0.1	1	16

cpd	ARNT-TACC3 inh	GSIS activator	PAX8 reporter	F508del corr
25	8	-7	1	0.6
26	1	10	-22	-2.1
27	-1	4	-16	-1.2
28	2	-20	11	-0.9
29	-3	-13	-4	0.6
30	-1	4	1	-5.0
31	nt	nt	7	-0.1
32	-2	-9	-48	-1.9
33	-4	25	7	0.8
34	-3	-1	-8	0.2
35	3	-3	nt	-1.4
36	4	-18	15	-2.6

# Random excerpt: 4 entries already listed, in no set order.
cpd	structure	EWS-Fli inh	XiGFP reactiv	ERp5 block	DENV2 CPE rescue
30	CCOC(=O)C(C)Sc1ccc2nnc(CCNS(=O)(=O)c3ccc(C)cc3)n2n1 (stereo not drawn)	6	0.0	4	-3
20	NCCCS(=O)(=O)O	2&2	0.0&-0.1	1&-2	6&-9
16	Cc1cc(C)c(O)c(-c2cc(C(=O)NCCc3ccc(S(N)(=O)=O)cc3)[nH]n2)c1	-4	0.0	1	nt
3	COC1=CC2(O)CCCC2=CC1=O (stereo not drawn)	2	0.2	14	-2

cpd	ARNT-TACC3 inh	GSIS activator	PAX8 reporter	F508del corr
30	-1	4	1	-5.0
20	-5&-1	20	-15&10	3.1&-15
16	9	-17	-24	2.7
3	0	-7	-22	1.9

# The results go on.
cpd	structure	EWS-Fli inh	XiGFP reactiv	ERp5 block	DENV2 CPE rescue
37	C=CCn1c(=O)c(C(=O)OCC)c(O)c2ccccc21	-1	0.1	-1	5
38	COc1ccc(C(=O)Nc2cc(C)on2)cc1OC	-3	0.0	-2	?
39	CCNC(=O)N(C)[C@H]1C[C@H]2c3[nH]c4c(-c5ccccc5)cccc4c3CCN2C(=O)[C@H]1[C@H](C)O	7	0.5	-1	-11
40	O=C(NC1=NCCS1)C12CC3CC(CC(C3)C1)C2	-3	0.0	2	0
41	Cc1nc(SCc2ccccc2C#N)n[nH]1	-5	0.0	1	7
42	COc1cc(CN2CCN(Cc3ccc(C)cc3)C(CCO)C2)ccc1O (stereo not drawn)	4	0.0	-1	nt
43	O=C(C[C@H]1CC[C@H]2[C@@H](COC[C@@H](O)CN2Cc2ccccc2F)O1)N[C@H]1CCN(Cc2ccccc2)C1	17	0.2	0	1
44	O=C(COc1ccc(Cl)c(Cl)c1)NN1C(=O)C2C(C1=O)C1C=CC2C12CC2 (stereo not drawn)	1	0.0	0	0
45	CC(=O)c1ccc(N2CCN(C(=S)Nc3ccc(Cl)c(Cl)c3)CC2)cc1	0	0.0	-6	53*
46	CCCN1[C@@H]2c3ccc(-c4cccnc4)c(=O)n3C[C@H]1[C@H](CO)[C@H]2C(=O)NC1CCC1	0	0.0	2	-1
47	CCOC(=O)N1CCN(c2ccc(Cl)cc2)CC1	12	0.3	-3	8
48	CCc1ccc(NS(=O)(=O)c2c(C)noc2C)cc1	4	0.0	-1	2

cpd	ARNT-TACC3 inh	GSIS activator	PAX8 reporter	F508del corr
37	nt	19	-26	1.7
38	6	14	-21	2.1
39	nt	-31	-11	-0.1
40	-4	-11	-7	-3.7
41	-1	0	1	2.8
42	-5	-4	-10	0.8
43	2	-3	28	1.3
44	-6	-8	7	-2.5
45	-8	-20	7	nt
46	-12	14	-10	-2.7
47	-5	-11	-14	nt
48	1	-13	7	0.0

# The listing continues:
cpd	structure	EWS-Fli inh	XiGFP reactiv	ERp5 block	DENV2 CPE rescue
49	COc1ccc(/C=C2/SC(=S)N(NS(=O)(=O)c3ccccc3)C2=O)cc1	-7	0.0	-1	11
50	C[C@@H]1CN([C@H](C)CO)C(=O)c2cc(NC(=O)Nc3ccccc3)ccc2O[C@@H](C)CCCCO[C@@H]1CN(C)C	-5	-0.7	-2	?
51	Cc1cc(C)cc(NC(=O)c2cc(C)nc3ccccc23)c1	1	0.0	-1	-9
52	COc1ccc(/C(C)=N/Nc2nncc3ccccc23)cc1	-40	0.0	-2	2
53	Cc1ccc(C(=O)C(C)OC(=O)Cn2c(C)csc2=O)cc1 (stereo not drawn)	0	0.0	-3	-3
54	O=C(Nc1cc(F)ccc1F)N1C[C@H]2[C@@H](c3ccccc31)[C@@H](CO)N2CC1CCCC1	0	0.1	4	18
55	Cc1cccc(-c2ccc([C@H]3[C@H]4CN(Cc5ccncc5)CCCCN4[C@H]3CO)cc2)c1	-5	-0.1	3	7
56	CCOC(=O)/C(C#N)=C/c1ccc(OCC(=O)Nc2ccc(C)c(C)c2)c(OC)c1	nt	-0.1	nt	nt
57	CCOC(=O)NC(=O)/C(N=Nc1cc(C)cc(C)c1)=C(\C)O	9	0.0	-3	-3
58	CCOC(=O)c1c(C)nc2c(c1-c1cc(OC)ccc1OC)C(=O)CC(C)(C)C2	7	0.0	10	-5
59	Cc1noc(C)c1COc1ccccc1C(=O)N1CCN(S(=O)(=O)c2ccccc2C#N)CC1	0	0.0	6	10
60	Cc1ccc2nc(NC(=O)CSc3nc(=O)n(CCCN(C)C)c4c3CCC4)sc2c1	9	1.0	0	7
61	O=C1Nc2ccccc2C1Cc1ccccc1 (stereo not drawn)	9	0.3	2	-3

cpd	ARNT-TACC3 inh	GSIS activator	PAX8 reporter	F508del corr
49	1	16	0	4.1
50	4	28	5	1.4
51	-8	1	18	-4.0
52	-2	38	-91	2.1
53	0	15	-13	0.8
54	-1	-11	-9	2.3
55	9	33	2	-0.6
56	-11	1	-13	nt
57	-3	-43	-11	-0.6
58	-5	nt	-10	2.5
59	nt	-9	-10	-2.2
60	5	32	-49	3.5
61	3	7	-4	0.0
